CIT2 TOR yeast: modulators of TOR pathway CIT2-GFP in S. cerevisiae; S. cerevisiae CIT2-GFP strain, flow cytometry, 3 h; 100 means same as DMSO wells; GFP response vs DMSO, % at 10 µM; hit rate 0.065% among 320,000; AID 2029;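 active = GFP response relative to DMSO above a set limit, near the screen mean plus 3 SD, cut at about 150% in these data; inconclusive = Fewer than 70 cells measured for a yeast strain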;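 note: ratio of well median GFP fluorescence to mean of DMSO wells on the plate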
VLA-4 inh: inhibition in a human VLA-4 binding assay. P13612. VLA-4 expressing cells, ligand binding flow cytometry. inhibition, % (about 7 µM as worked out from the volumes in the protocol). hit rate 0.2% among 330,000; in the data active = inhibition above about 50%
MEP2-GFP yeast: yeast TOR pathway MEP2-GFP modulation; S. cerevisiae MEP2-GFP strain, flow cytometry GFP, 3 h; 100% = DMSO control level; GFP response vs DMSO, % at 10 µM; hit rate 0.51% among 330,000;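 active = GFP response versus DMSO above a set limit, roughly screen mean plus 3 SD, cut at about 180% in these data; inconclusive = fewer than 70 cells counted for a yeast strain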;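 note: median GFP fluorescence of the barcode-gated MEP2-GFP cells per well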
GASC-1 inh: blocks human GASC-1 demethylase activity | Q9H3R0 | GST-JMJD2C(1-420) H3K9me3 demethylation, DELFIA europium | inhibition, % at 2.35 µM | hit rate 0.069% among 330,000;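 active = more than half of a compound's replicate wells show inhibition beyond 50%, single wells judged on their own value; inconclusive = some, but no more than half, of replicates pass 50% inhibition; inactive = no replicate passes 50% inhibition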;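 note: signal counts dimethyl H3K9 product captured on neutravidin plate; 0% = median of DMSO wells and 100% = 0.3 times that DMSO median; strong numbers were not always called active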
RPL19A-GFP yeast: modulators of TOR pathway RPL19A-GFP in S. cerevisiae; S. cerevisiae RPL19A-GFP strain, flow cytometry, 3 h; active compounds read low; percent response vs DMSO, % at 10 µM; hit rate 0.3% among 330,000; AID 2025;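 active = percent response vs DMSO below 50%; inconclusive = fewer than 70 events counted for the yeast strain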;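 note: median channel GFP fluorescence of the barcoded RPL19A-GFP strain; ratio of sample median GFP to plate DMSO average so 100% = DMSO; lower means less RPL19A-GFP as with rapamycin TOR inhibition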
LAP4 TOR yeast: modulators of TOR pathway LAP4-GFP in S. cerevisiae. S. cerevisiae LAP4-GFP multiplex, flow cytometry GFP, 3 h; median GFP as percent of DMSO wells. hit rate 0.34% among 320,000. AID 2023. GFP response vs DMSO, % at 10 µM;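 active = GFP response vs DMSO above a set limit, about the screen mean plus 3 SD, cut at about 150% in these data; inconclusive = under 70 cell events counted for the yeast strain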
GRK2 inh: human GRK2 inhibition via aptamer displacement | P25098 | bead flow cytometry, FAM-aptamer displacement from GRK2 | inhibition of aptamer binding, % at 10 µM | hit rate 0.59% among 330,000 | AID 488847;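 active = inhibition of aptamer binding above 40%, roughly 3 SD of noise, on plates passing a quality check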;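 note: median bead fluorescence of bound FAM aptamer so fluorescent compounds give negative values; no value below 0 was filed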
Target sequence (P25098 whole entry, looked up): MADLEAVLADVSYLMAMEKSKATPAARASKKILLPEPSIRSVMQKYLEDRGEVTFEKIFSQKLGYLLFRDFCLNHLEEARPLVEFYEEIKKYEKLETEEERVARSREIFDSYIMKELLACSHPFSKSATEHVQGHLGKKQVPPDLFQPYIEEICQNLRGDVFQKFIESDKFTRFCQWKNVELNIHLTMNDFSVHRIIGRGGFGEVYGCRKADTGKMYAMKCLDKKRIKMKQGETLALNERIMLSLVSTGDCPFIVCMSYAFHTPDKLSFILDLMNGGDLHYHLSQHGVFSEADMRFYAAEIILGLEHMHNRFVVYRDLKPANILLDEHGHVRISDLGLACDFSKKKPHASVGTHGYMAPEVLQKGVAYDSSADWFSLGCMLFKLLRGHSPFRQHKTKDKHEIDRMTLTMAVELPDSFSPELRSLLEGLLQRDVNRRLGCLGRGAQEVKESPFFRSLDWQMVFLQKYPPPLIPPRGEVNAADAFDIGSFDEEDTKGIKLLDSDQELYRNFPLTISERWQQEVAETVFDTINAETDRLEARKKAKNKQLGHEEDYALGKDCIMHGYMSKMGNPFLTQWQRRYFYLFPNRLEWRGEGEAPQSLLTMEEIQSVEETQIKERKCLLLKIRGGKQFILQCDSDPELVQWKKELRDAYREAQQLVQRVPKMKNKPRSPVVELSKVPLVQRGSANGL
AGP1-GFP MLPCN: alters AGP1-GFP fluorescence in TOR pathway yeast screen | S. cerevisiae AGP1-GFP multiplex flow cytometry, 3 h; GFP as percent of DMSO wells | GFP response vs DMSO, % at 10 µM | hit rate 0.02% among 320,000 | AID 2066;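 active = GFP response relative to DMSO above a set limit, near screen average plus 3 SD, cut at about 150% in these data; inconclusive = fewer than 70 cells counted for the yeast strain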;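 note: median GFP channel fluorescence of the gated AGP1 strain per well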
* marks the source's active call; other numbers are inactive results; u = inconclusive; x = no result given; [ ] = remark or other dose.

Start of the listing, in advance:
Under each structure – CIT2 TOR yeast	RPL19A-GFP yeast	GRK2 inh	VLA-4 inh	LAP4 TOR yeast	AGP1-GFP MLPCN	MEP2-GFP yeast	GASC-1 inh
1: O=C(CSc1nc2ccccc2c(=O)n1-c1ccccc1)c1c[nH]c2ccccc12
  96	98	0	1	102	96	108	-2
2: CCCc1cc(C(=O)N2CCCC(N3CCN(c4ccc(F)cc4)CC3)C2)no1 (centres undefined)
  100	103	0	-123	99	107	98	1

Results, repeating the preview:
Under each structure – CIT2 TOR yeast	RPL19A-GFP yeast	GRK2 inh	VLA-4 inh	LAP4 TOR yeast	AGP1-GFP MLPCN	MEP2-GFP yeast	GASC-1 inh
1: O=C(CSc1nc2ccccc2c(=O)n1-c1ccccc1)c1c[nH]c2ccccc12
  96	98	0	1	102	96	108	-2
2: CCCc1cc(C(=O)N2CCCC(N3CCN(c4ccc(F)cc4)CC3)C2)no1 (centres undefined)
  100	103	0	-123	99	107	98	1
3: CCCN=C1N/C(=C\c2ccco2)C(=O)N1c1ccccc1
  109	109	0	13	115	106	122	6
4: O=C(NCCCN1CCCC1=O)c1ccc2c(=O)n(Cc3ccco3)c(=S)[nH]c2c1
  107	98	2	29	99	106	109	49
5: COc1ccc(N2C(=NC(=O)C3CCCCC3)SC3CS(=O)(=O)CC32)cc1Cl (centres undefined)
  103	102	0	8	95	102	106	4
6: O=C(OCCCN=C1NS(=O)(=O)c2ccccc21)c1ccc([N+](=O)[O-])cc1
  95	95	0	4	105	100	98	33
7: COC(=O)c1[nH]c2ccc(Cl)cc2c1NC(=O)c1ccccc1[N+](=O)[O-]
  101	102	3	17	94	93	107	3
8: Cc1ccnc(SCC(=O)Nc2c(C)n(C)n(-c3ccccc3)c2=O)n1
  x	98	0	-5	92	102	108	-3
9: CCC(C)OC(=O)C1=C(C)NC(=O)CC1c1ccccc1OC (centres undefined)
  118	110	1	-13	110	110	108	13
10: Cc1ccc2c(C)c(C(=O)N3CCCCC3CO)oc2c1C (centres undefined)
  102	93	2	-7	100	95	95	3
11: COc1ccccc1NC(=O)Nc1ccc(C(N)=O)cc1
  103	104	2	0	104	104	105	-3
12: Cc1ccc(C2=NS(=O)(=O)N(C)C(C(=O)NC(C)c3ccccc3)=C2)cc1 (centres undefined)
  109	104	0	-3	122	109	99	-4
13: C#CCOCCOCCOCCNc1nc(N2CCN(C(=O)[C@H](Cc3cc4ccccc4[nH]3)n3cc([C@@H](N)C(C)CC)nn3)CC2)nc(N2CCN(C(=O)[C@H](Cc3cc4ccccc4[nH]3)n3cc([C@@H](N)CC(C)C)nn3)CC2)n1 (some centres undefined)
  121	99	0	0	133	94	94	-22
14: CCN(CC)c1ncccc1C(=O)NCc1cccs1
  100	106	0	13	106	111	110	-13
15: Cc1ccc(S(=O)(=O)N2CCN(c3ncnc4scc(-c5ccccc5)c34)CC2)cc1
  95	91	2	13	106	98	112	3
16: CCN(CC)CCn1c(N)nc2ccccc21
  u	89[may fluoresce violet]	3	-4	71[may fluoresce violet]	27[may fluoresce violet]	317*[may fluoresce violet]	-1
17: COc1ccc(S(=O)(=O)N(C)CC(=O)N2CCN(C)CC2)cc1C
  97	99	0	5	105	102	100	4
18: COc1ccccc1CNc1ncnc2sccc12
  103	103	1	-4	103	95	109	-1
19: CC(Cc1cccnc1)NC(=O)c1cc(COc2ccc(F)cc2F)on1 (centres undefined)
  92	100	2	-17	106	101	101	6
20: O=C1NN=C(c2ccc(Br)cc2)CC1c1ccc(Cl)cc1 (centres undefined)
  89	90	2	12	107	106	94	-8
21: CCc1ccc(NC(=O)CCc2nc3cccnc3n2Cc2ccc(OC)cc2)cc1
  101	93	2	9	86	90	95	-15
22: COc1ccc(NC(=O)Nc2ccc(C(=O)N3CCOCC3)cc2)cc1
  110	95	0	-8	85	119	122	126
23: Cc1nnsc1C(=O)NC1CCCc2c1cnn2-c1ccccc1F (centres undefined)
  104	114	0	1	107	102	104	6
24: CCCC(C)NC(=O)CN1C(=O)c2cccc3cccc1c23 (centres undefined)
  107	106	13	0	100	108	109	-1
25: Cc1ccc2c(C)c(C(=O)N3CCN(C4CCS(=O)(=O)C4)CC3)oc2c1C (centres undefined)
  94	98	0	-7	92	92	92	4
26: O=C(CN(C(=O)Cn1nnc(-c2cccs2)n1)c1ccc2c(c1)OCCO2)NCC1CCCO1 (centres undefined)
  92	95	2	-2	100	x	94	1
27: Cc1ccc(NC(=O)c2sc3ncn(CC(=O)N4CCN(c5ccccn5)CC4)c(=O)c3c2C)cc1F
  103	106	0	-8	111	107	114	-4
28: CC(NC(=S)Nc1ccc(OC(F)F)cc1)c1ccc(F)cc1 (centres undefined)
  105	99	0	33	92	103	106	-2
29: CCN(CC)C(NC(=O)c1ccccc1)C(=O)c1ccccc1 (centres undefined)
  100	100	0	-4	114	104	99	7
30: CCCN1CCC(=O)N(CCSc2ccccc2)CC1
  87	101	0	-51	131	87	94	1
31: COc1ccccc1OC1OC2COC(c3ccco3)OC2C(O)C1NC(C)=O (centres undefined)
  97	102	0	12	91	99	100	14
32: CCNC(=O)OCc1cn(-c2ccccc2)nn1
  84	93	0	-1	100	99	96	6
33: Cc1cc(C)nc(N(C#N)CC(=O)N2CCC(C(N)=O)CC2)n1
  97	104	0	8	99	105	109	-4
34: CC1CCc2sc(NC(=O)c3ccc(N4C(=O)CCC4=O)cc3)c(C(N)=O)c2C1 (centres undefined)
  100	100	0	11	122	110	106	6
35: COc1ccccc1C(=O)NCCNc1ccc([N+](=O)[O-])cc1Cl
  101	106	1	0	90	99	101	-4
36: Cn1cc(C(=O)N/N=C/c2cc(Br)cs2)c2ccccc21
  93	98	1	4	104	99	96	-2
37: O=C(NCc1ccc2c(c1)OCO2)c1ccc(S(=O)(=O)N2CCCCC2)cc1
  105	103	0	2	106	105	104	1
38: Cc1c(C(=O)NCc2cccnc2)oc2ccc(S(=O)(=O)N3CCC4(CC3)OCCO4)cc12
  100	97	0	22	100	101	101	-8
39: O=C(O)CCS(=O)(=O)c1cccc2cccnc12
  99	91	2	6	94	94	98	3
40: O=C(NC(=S)Nc1cc(Cl)ccc1N1CCOCC1)c1ccc(-c2cccc(Cl)c2)o1
  112	97	3	-6	107	101	103	-3
41: CCOC(=O)c1c(C)n(C)c2cc(Br)c(C)cc12
  99	101	1	3	102	100	105	3
42: CCc1ccc2c(c1)C1(NN=C(c3ccc(C)cc3)S1)C(=O)N2 (centres undefined)
  u	40*[may fluoresce violet]	0	-1	84[may fluoresce violet]	15[may fluoresce violet]	92[may fluoresce violet]	196
43: CCCC(=O)Nc1ccc(-c2nc3cc(C)ccc3o2)cc1
  86	99	2	7	117	94	109	-3
44: O=C(Nc1ccccc1F)c1ccc(Cn2cc(Br)cn2)cc1
  84	100	0	2	82	86	96	-8
45: COc1ccc(S(=O)(=O)N2c3ccccc3OCC2C)cc1 (centres undefined)
  82	84	2	17	99	x	93	-13
46: Cc1ccc(-n2nc3c(c2NC(=O)c2ccc4c(c2)OCO4)CS(=O)C3)cc1 (centres undefined)
  96	102	3	0	110	104	98	-9
47: CCN(CC(=O)NCc1ccc(F)cc1)c1ccc(S(C)(=O)=O)cc1[N+](=O)[O-]
  100	99	3	15	101	101	99	-16
48: O=C(O)C(C(=O)Oc1ccccc1)C(C(=O)O)C(=O)Oc1ccccc1 (centres undefined)
  80	94	1	0	96	94	96	-5
49: COc1ccccc1C(=O)NC(=O)COC(=O)c1cccc(NC(C)=O)c1
  106	101	0	10	83	97	111	-12
50: Cc1cc(C)n(C(=O)c2ccc(C)o2)n1
  111	102	0	9	80	97	96	1
51: O=C(Cn1ccc2ccccc2c1=O)NCCC(=O)N1CCN(c2cccc(C(F)(F)F)c2)CC1
  101	97	0	0	99	99	100	0
52: CC(C)(C)NC(=O)Nc1cccc(Cl)c1Cl
  114	104	7	11	98	98	108	-1
53: Nc1c(C(=O)NCc2ccco2)nnn1CC(=O)Nc1ccc2c(c1)OCO2
  109	109	5	5	102	110	102	0
54: CCOC(CCNC(=O)CCC(=O)Nc1ccc2nc(N3CCN(C)CC3)cc(C)c2c1)OCC
  97	102	8	25	101	106	97	27
55: O=C1CSC(c2ccc([N+](=O)[O-])cc2)N1c1ccccc1 (centres undefined)
  95	99	4	15	99	96	98	-1
56: O=C(Nc1cscc1S(=O)(=O)c1ccc(Cl)cc1)c1ccccc1Cl
  81	95	3	1	121	93	90	25
57: COc1cccc(N2C(=O)Nc3ccc(Br)cc3C2(O)C(=O)NCCCN(C)C)c1 (centres undefined)
  95	97	0	0	104	96	102	-1
58: CC(=O)Nc1nc2c(F)cccc2s1
  95	100	0	12	99	93	100	4
59: COc1ccccc1C(=O)NC(=O)COC(=O)C1(C)CC1(Cl)Cl (centres undefined)
  96	102	0	1	110	103	101	-1
60: Cc1ccc(S(=O)(=O)N2CCN(C(=O)COC(=O)/C=C/c3ccc(F)cc3)CC2)c(C)c1
  100	99	0	5	104	104	94	20
61: CNC(=O)C1CCN(S(=O)(=O)c2c(C)noc2/C=C/c2cccc(C)c2)CC1
  96	99	2	27	88	100	93	1
62: CCc1ccc(N(C(=O)c2snc(C(N)=O)c2N)C(C(=O)NC2CCCC2)c2ccco2)cc1 (centres undefined)
  103	104	1	0	100	102	106	-33

6 entries already listed, sorted by SMILES length, high to low.
Under each structure – CIT2 TOR yeast	RPL19A-GFP yeast	GRK2 inh	VLA-4 inh	LAP4 TOR yeast	AGP1-GFP MLPCN	MEP2-GFP yeast	GASC-1 inh
38: Cc1c(C(=O)NCc2cccnc2)oc2ccc(S(=O)(=O)N3CCC4(CC3)OCCO4)cc12
  100	97	0	22	100	101	101	-8
21: CCc1ccc(NC(=O)CCc2nc3cccnc3n2Cc2ccc(OC)cc2)cc1
  101	93	2	9	86	90	95	-15
56: O=C(Nc1cscc1S(=O)(=O)c1ccc(Cl)cc1)c1ccccc1Cl
  81	95	3	1	121	93	90	25
17: COc1ccc(S(=O)(=O)N(C)CC(=O)N2CCN(C)CC2)cc1C
  97	99	0	5	105	102	100	4
55: O=C1CSC(c2ccc([N+](=O)[O-])cc2)N1c1ccccc1 (centres undefined)
  95	99	4	15	99	96	98	-1
44: O=C(Nc1ccccc1F)c1ccc(Cn2cc(Br)cn2)cc1
  84	100	0	2	82	86	96	-8

Source: PubChem (several laboratories)
